Kir21 block = inhibitors of mouse Kir2.1 inward-rectifier potassium channel. Inward rectifier potassium channel 2 (Mus musculus), P35561. HEK293-Kir2.1, FluxOR thallium flux fluorescence; hits give low values. B-score at 10 µM. hit rate 0.85% among 310,000;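 active means fluorescence ratio B-score at or below minus 3 SD of library scores, with starting-brightness B-score within 2 SD, cut at about -4.2 in these data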;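 further: channel flux triggered by added potassium and thallium sulfate stimulus; B-score of peak minus minimum fluorescence over baseline after thallium stimulus; more negative B-score means stronger Kir2.1 block with less thallium influx; some compounds called inactive have numbers as strong as hits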
KCNQ2 block = KCNQ2 potassium channel inhibitors, primary screen, cell-based, CHO-K1, FluxOR thallium flux, B-score (AID 2156) | B-score at 10 µM | Potassium voltage-gated channel subfamily KQT member 2 (Rattus norvegicus), O88943 | 20 min; hits give low values | hit rate 1.1% among 310,000;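 active means fluorescence ratio B-score at most minus 3 library SDs, with starting brightness B-score within 2 library SDs, cut at about -5.5 in these data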
Target sequence (O88943 whole entry, looked up): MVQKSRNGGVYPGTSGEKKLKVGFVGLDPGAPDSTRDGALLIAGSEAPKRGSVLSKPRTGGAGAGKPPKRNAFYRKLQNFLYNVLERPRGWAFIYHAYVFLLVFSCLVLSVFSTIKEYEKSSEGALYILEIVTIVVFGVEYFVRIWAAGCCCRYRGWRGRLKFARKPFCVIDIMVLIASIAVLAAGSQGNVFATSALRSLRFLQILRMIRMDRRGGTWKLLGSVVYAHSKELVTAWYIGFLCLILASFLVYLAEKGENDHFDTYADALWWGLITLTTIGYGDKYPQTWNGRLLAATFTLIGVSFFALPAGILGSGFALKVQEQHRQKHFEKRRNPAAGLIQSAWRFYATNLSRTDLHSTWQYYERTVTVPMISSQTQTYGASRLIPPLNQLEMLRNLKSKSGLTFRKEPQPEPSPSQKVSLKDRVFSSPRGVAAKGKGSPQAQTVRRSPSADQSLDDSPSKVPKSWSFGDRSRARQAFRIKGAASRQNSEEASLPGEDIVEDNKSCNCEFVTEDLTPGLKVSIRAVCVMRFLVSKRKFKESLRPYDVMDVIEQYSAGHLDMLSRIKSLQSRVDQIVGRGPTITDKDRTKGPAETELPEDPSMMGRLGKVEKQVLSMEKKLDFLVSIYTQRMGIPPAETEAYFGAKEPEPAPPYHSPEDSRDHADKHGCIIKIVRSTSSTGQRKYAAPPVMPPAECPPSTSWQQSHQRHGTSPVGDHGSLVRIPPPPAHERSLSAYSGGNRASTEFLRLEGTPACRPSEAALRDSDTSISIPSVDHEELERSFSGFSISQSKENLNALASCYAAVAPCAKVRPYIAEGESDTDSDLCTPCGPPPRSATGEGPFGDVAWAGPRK
The depositor's hits bear a star; i = inactive; & = joins results of further samples. This is a random part of the collection; any-hit rate near 1.9%.

#	Molecule	Kir21 block	KCNQ2 block
1	CCCn1cnc2c(=O)oc3ccccc3c21	0.66	i
2	COc1ccc(C23CC4CC(CC(C4)C2)C3)cc1C(=O)NCCN(C)C	-3.5	i
3	CC(/C=C1\SC(=S)N(c2ccc(C(=O)O)cc2)C1=O)=C\c1ccccc1	2.1	i
4	CCCOc1ccc(N2CC(C(=O)NC3=NCCS3)CC2=O)cc1 (stereo unspecified)	-0.39	i
5	N#Cc1c(Cl)nsc1NCCN1CCOCC1	-0.46	i
6	Cc1nnc(Sc2nc3ccccc3o2)c2ccccc12	-0.55	i
7	O=C(C1CCC(CNS(=O)(=O)c2cccs2)CC1)N1CCN(c2ccc(F)cc2)CC1 (stereo unspecified)	0.82	i
8	O=S(=O)(NCC(c1ccco1)N1CCN(c2ccccc2)CC1)c1ccc(F)cc1 (stereo unspecified)	0.25	i
9	CCCCC(=O)NC(c1ccccc1)c1ccc2cccnc2c1O (stereo unspecified)	2.1	i
10	CSCC(NS(=O)(=O)c1ccc(C)cc1)C(=O)O (stereo unspecified)	1.8	i
11	Cc1c(N=Cc2cccs2)c(=O)n(-c2ccccc2)n1C	-2.2	i
12	CC1CCN(C(=O)C2CCCN2S(=O)(=O)c2ccc(Cl)cc2)CC1 (stereo unspecified)	-0.1	i
13	Nc1oc2ccccc2c(=O)c1-c1ccc2c(c1)OCO2	-1.3	i
14	O=C(N/N=C/c1cc(Cl)cc([N+](=O)[O-])c1O)C(O)(c1ccccc1)c1ccccc1	1.2	i
15	Cc1ccc(S(=O)(=O)N2CCN(C(C)C(=O)Nc3ccccc3-c3ccccc3)CC2)cc1 (stereo unspecified)	-0.75	i
16	Cc1cccc(OCCC(=O)NCC(=O)Nc2c(C)cccc2C)c1	1.8	i
17	COc1ccc(CC(=O)Nc2ccc(S(=O)(=O)N3CCCCC3)cc2)cc1OC	0.69	i
18	Cc1ccc(C(=O)N2CCCC2)cc1Br	-1.2	i
19	Cc1cc(O)ccc1N/C=C1\CCCC1=O	1.4	i
20	O=C(NCCN1CCOCC1)/C(=C/c1ccc(Cl)cc1)NC(=O)c1ccccc1	0.58	i
21	C[n+]1c2n(c3ccccc31)N=C(c1cc(C(C)(C)C)c(O)c(C(C)(C)C)c1)CS2	-7.8*	-6.6*
22	CC(C)(C)N=C1NN=C(c2ccc(S(=O)(=O)N3CCCCC3)cc2)CS1	1.2	i
23	CCn1c(=O)c([N+](=O)[O-])c(NCCc2ccc(OC)c(OC)c2)c2ccccc21	-1.7	i
24	Cc1ccc(C(=O)OC(C)C(=O)NCc2ccc3c(c2)OCO3)cc1S(=O)(=O)N1CCOCC1 (stereo unspecified)	-0.04	i
25	O=C(c1ccsc1)N1CCCC(N2CCN(c3ccccc3F)CC2)C1 (stereo unspecified)	-0.11	i
26	COc1ccc(S(=O)(=O)NC(C)C(=O)Nc2cccc(C(C)=O)c2)cc1 (stereo unspecified)	-0.97	i
27	O=C1Cc2ccccc2Sc2cc(OCCCN3CCCCC3)ccc21	-8.7*	i
28	CCOc1ccc(-c2ccc(SCC(=O)N3CCOCC3)nn2)cc1	-0.72	i
29	O=C(Nc1ccc(Cl)cc1)C1c2cccc[n+]2CC(=O)N1Cc1ccc2c(c1)OCO2 (stereo unspecified)	0.54	i
30	COc1ccc(-c2noc(CNC(=O)c3ccc4c(c3)OCO4)n2)cc1	-0.26	i
31	O=C(COc1ccc(Br)cc1)Nc1ccc(NC(=O)c2ccccc2)cc1	0.38	i
32	Cc1csc(=O)n1CC(=O)OCC(=O)Nc1cc(Cl)ccc1[N+](=O)[O-]	-2.4	i
33	CN(Cc1ccccc1)c1ccc(S(=O)(=O)N2CCOCC2)cn1	0.93	i
34	COc1ccc(-c2[nH]ncc2CN2CCC(C(=O)c3ccc(F)cc3)CC2)cc1	0.73	i
35	Cn1c(N)c(S(=O)(=O)NCc2ccc(F)cc2)c(=O)n(C)c1=O	0.06	i
36	C#CC(CC)(CC)NC(=O)/C=C/C(=O)O	-1.5	i
37	O=C(O)CCCC(=O)Nc1ccccc1C(=O)O	-0.95	i
38	CC1CCN(CCNC(=O)C2CCN(S(=O)(=O)c3cccc4nsnc34)CC2)CC1	0.33	i
39	CCOC(=O)N1CCN(CC(O)COc2ccccc2C(C)C)CC1 (stereo unspecified)	0.17	i
40	Cc1cc(F)ccc1NC(=O)C(C)n1c2ccccc2c2nc(=O)cc(C)n21 (stereo unspecified)	-1	i
41	CCOC(=O)c1c(C)nc2ccccc2c1-c1ccccc1	-5.9*	i
42	COc1ccc2c(c1)Cc1sc(NC(=O)c3ccco3)nc1-2	-0.25	i
43	CN/C=C1\C(=O)C(C)(C)Oc2ccc3ccc(=O)oc3c21	-2	i
44	O=C(C1CCCCN1S(=O)(=O)c1ccccc1[N+](=O)[O-])N1CCCC1 (stereo unspecified)	-0.17	i
45	Cc1nnc(NC(=O)CSc2ccc3nnc(-c4ccccn4)n3n2)s1	-0.31	i
46	CCN(CC)C(=O)CSc1nc(N)c(-c2ccccc2)c(=O)[nH]1	1.5	i
47	CC1CCCN(c2nc3c(c(=O)[nH]c(=O)n3C)n2Cc2ccccc2Cl)C1 (stereo unspecified)	0.21	i
48	O=C(CCc1ccccc1)Nc1nc2nc(-c3ccccc3)cc(=O)n2[nH]1	1.5	i
49	Cc1cc(C)c2c(N)c(C(=O)N/N=C/c3ccccc3)sc2n1	1	i
50	Cc1ccc(NS(=O)(=O)c2c(C(=O)N3CCCCCC3)c(C)n(C)c2C)cc1C	1.1	i
51	CC(=O)Nc1ccc(S(=O)(=O)NCCSCc2c(Cl)cccc2Cl)cc1	-1.3	i
52	CCOc1ccc(C2/C(=C(\O)c3ccc4c(c3)OCCO4)C(=O)C(=O)N2CCN2CCOCC2)cc1OC (stereo unspecified)	0.12	i
53	COCCN(C(=O)Cc1cccs1)C(C(=O)NCc1ccc(OC)cc1)c1ccccc1 (stereo unspecified)	-0.74	i
54	Nn1c(-c2ccccc2)nc2ccccc2c1=O	-1.2	i
55	Nc1ccc2nc(Cc3ccccc3)[nH]c2c1	-0.75	i
56	Cc1nc(SCC(=O)Nc2ccc3c(c2)OCCO3)c2oc3ccccc3c2n1	0.51	i
57	O=C(CSc1nnc(-c2ccco2)o1)NC(=O)Cc1ccccc1	-0.4	i
58	COc1ccc2c(c1OC)C(=O)OC2CC(=O)c1ccc(N(C)C)cc1 (stereo unspecified)	1.5	i
59	O=C(Nc1ccc(Cl)c(Cl)c1)Nc1ccccc1NS(=O)(=O)c1cccs1	-0.13	i
60	CCC(c1nnnn1C(C)(C)C)N1CCN(C(=O)c2ccco2)CC1 (stereo unspecified)	-0.02	i

Continued.
#	Molecule	Kir21 block	KCNQ2 block
61	CCc1cc(C(=O)c2ccc(OC)cc2)c(NC(=O)COCC(=O)O)s1	1.1	i
62	CC(C)CCN1CCN(C2CCN(c3ccccc3)CC2)CC1CCO (stereo unspecified)	-0.03	i
63	O=C(CNCCC1=CCCCC1)Nc1ccccc1N1CCCCCC1	-0.86	-8.1*
64	CN1C(C(=O)Nc2cccc(O)c2)=CC(c2cccs2)=NS1(=O)=O	-0.88	i
65	O=C(NNC(=O)c1ccccc1Cl)c1csc(N2CCOCC2)n1	-1.1	i
66	Cc1cc(OCC(=O)Nc2ccccc2F)nc(C(C)C)n1	-0.07	i
67	CCCC(C)NC(=O)c1ccccc1SC (stereo unspecified)	-1.5	i
68	CCOC(=O)/C=C(\C)Sc1cc(=O)oc2ccccc12	0.53	i
69	Cc1nc2ccc(S(=O)(=O)N(C)CC(=O)N3CCc4ccccc43)cc2s1	-0.31	i
70	Nc1c(S(=O)(=O)c2cccc(Cl)c2)c2nc3ccccc3nc2n1CCN1CCOCC1	-0.39	i
71	CCCc1nnc(NC(=O)CCC(=O)N2CCN(Cc3ccccc3)CC2)s1	-2.5	i
72	COc1ccc(C(=O)CN2C(=O)NC3(CCCCCC3)C2=O)c(OC)c1	0.39	i
73	CCOC(=O)CC1COCCN1C(=O)CCc1nnc(-c2ccsc2)o1 (stereo unspecified)	-1.1	i
74	COc1ccc(C(C)(C)C)cc1NC(=O)c1ccc2ncsc2c1	1	i
75	CC(CCc1ccccc1)NC(=O)CN1C(=O)NC2(CCCCC2)C1=O (stereo unspecified)	-0.3	i
76	O=P(c1ccccc1)(c1ccccc1)c1nc(-c2ccccc2)oc1N1CCOCC1	-0.94	i
77	COc1ccc(NC(=O)c2nc(C)c(C3(C)CC(c4ccccc4)=NO3)s2)cc1 (stereo unspecified)	0.58	i
78	CCNC(=O)COC(=O)/C=C/c1cccc([N+](=O)[O-])c1	0.79	i
79	O=C(NNC(=O)c1ccc(S(=O)(=O)N2CCCCC2)cc1)c1ccccc1	-0.55	i
80	Cc1cc(NC(=O)C(C)N2C(=O)c3ccccc3S2(=O)=O)no1 (stereo unspecified)	1.1	i
81	CCCCNc1cc(C)nc(N2CCOCC2)n1	-0.22	i
82	CN(C)c1ccc(C(=O)OCc2ccccc2)cc1	-0.3	i
83	O=C(NCC(c1ccco1)N1CCN(c2ccccc2)CC1)C(=O)NC1CC1 (stereo unspecified)	0.04	i
84	CCn1c(COc2cccc(OC)c2)nnc1SCC(=O)NCC1CCCO1 (stereo unspecified)	2.2	i
85	COc1nsnc1NS(=O)(=O)c1ccc(NC(=S)NC(=O)c2cccnc2)cc1	-1	i
86	CCn1ccnc1CN1CCN(CC=C(C)C)C(CCO)C1 (stereo unspecified)	-1.6	i
87	COc1ccc(OC)c(NC(=O)N[C@H](Cc2ccccc2)C(=O)NN)c1	-0.14	i
88	Cn1nnnc1SCC(=O)Nc1cc(S(=O)(=O)N2CCCC2)ccc1Cl	1.5	i
89	CN(Cc1cccc(Cl)c1)C(=O)C1CCN(C(=O)Nc2ccccc2)CC1	1.1	i
90	O=C(CCC(=O)N1CCCCCC1)NCc1ccc(F)cc1	-0.04	i
91	Cc1cc(/C=C2\SC(=S)NC2=O)c(C)n1C	-0.49	i
92	CCOc1cc(/C=N/N2CCN(Cc3ccccc3)CC2)ccc1O	-3.6	i
93	N#Cc1cnn2cc(-c3ncc(C(F)(F)F)cc3Cl)cnc12	0.68	i
94	O=C(Cn1ncnn1)OCc1ccccc1Cl	-1.1	i
95	COc1cccc(/C=C(\C)C(=O)c2c(C)cc(C)[nH]c2=O)c1OC	-0.66	i
96	CCCC/C=C/C(NC(=O)c1ccc(-c2ccccc2)cc1)c1ccccc1 (stereo unspecified)	-0.25	i

The final 3 records of the section before come first, to join the parts:
#	Molecule	Kir21 block	KCNQ2 block
94	O=C(Cn1ncnn1)OCc1ccccc1Cl	-1.1	i
95	COc1cccc(/C=C(\C)C(=O)c2c(C)cc(C)[nH]c2=O)c1OC	-0.66	i
96	CCCC/C=C/C(NC(=O)c1ccc(-c2ccccc2)cc1)c1ccccc1 (stereo unspecified)	-0.25	i
97	O=C(CSc1nc(O)cc(=O)[nH]1)N1c2ccccc2Sc2ccccc21	0.44	i
98	CCC1CCCCN1S(=O)(=O)c1ccc(S(=O)(=O)N2CCN(S(=O)(=O)CC)CC2)cc1 (stereo unspecified)	-0.53	i
99	CCc1ccccc1NC(=O)c1nnn(CC(=O)Nc2cccc(C)c2C)c1N	-0.25	i
100	Cc1cc2ccccn2c1C(=O)c1ccc(NN)c([N+](=O)[O-])c1	0.01	i
101	Clc1ccccc1CSc1nnc(-c2ccco2)c(-c2ccco2)n1	-0.59	-9.1*
102	CCOc1ccc(NC(=O)CN(C2CCCCC2)S(C)(=O)=O)cc1	0.32	i
103	Cc1ccc(SCc2cc(-c3ccc(Cl)cc3)on2)cc1	0.13	i
104	COc1ccc(N(CC(=O)Nc2ccccc2C(=O)N2CCOCC2)S(=O)(=O)c2ccc(F)cc2)cc1	0.16	i
105	O=C(/C(=N\Nc1ccc([N+](=O)[O-])cc1)Sc1nnnn1-c1ccccc1)c1ccccc1	-1.1	i
106	N#Cc1c(NC(=S)NC(=O)c2ccccc2)sc2c1CCC2	0.56	i
107	O=c1c(S(=O)(=O)c2ccc(Cl)cc2)cn(Cc2ccccc2F)c2ccc(F)cc12	0.6	i
108	O=C(COC(=O)c1ccccc1Nc1ccc(SC(F)F)cc1)NCc1ccco1	0.14	i
109	O=c1c2ccccc2nc(SCc2cccc(F)c2)n1C1CCCC1	-1	i
110	Cc1cc(NC(=O)c2cccc(S(=O)(=O)N3c4ccccc4CC3C)c2)no1 (stereo unspecified)	0.72	i
111	O=C(NCCc1ccccc1)C(=O)NCC1OCCCN1S(=O)(=O)c1cc(F)ccc1F (stereo unspecified)	0.77	i
112	O=C(CN(CC1CCCO1)C(=O)Cn1nnc(-c2ccc(F)cc2)n1)NC1CCCCC1 (stereo unspecified)	-1.8	i
113	COc1ccc(Cc2c(O)nc(SCC(=O)NC34CC5CC(CC(C5)C3)C4)[nH]c2=O)cc1	-0.88&-1.1	i
114	COc1cc(OC)cc(C(=O)NCC(=O)Nc2ccc(-c3ccccc3)cc2)c1	1.9	i
115	COc1ccc(C(=O)N/C(=C\c2cccs2)c2nc3ccccc3[nH]2)cc1OC	1.1	i
116	CC(C)C1OC2(C)OC(=N)C1(C#N)C(C#N)(C#N)C2c1ccccc1 (stereo unspecified)	0	i

Assay outcomes from PubChem BioAssay.
